PGE2 EP2 inh: EP2 receptor (human) inhibition; C6 glioma cells expressing human EP2, cAMP TR-FRET; cells stimulated with saturating PGE2; inhibition, % at 25 µM; AID 1422; 0.52% of 260,000 active; P43116;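 active = percent inhibition above 40 after rounding to a whole number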;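 note: rat C6 glioma host cells with rolipram phosphodiesterase inhibitor present; the protocol text gives 20 µM as final concentration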
Target sequence (P43116 whole entry, looked up): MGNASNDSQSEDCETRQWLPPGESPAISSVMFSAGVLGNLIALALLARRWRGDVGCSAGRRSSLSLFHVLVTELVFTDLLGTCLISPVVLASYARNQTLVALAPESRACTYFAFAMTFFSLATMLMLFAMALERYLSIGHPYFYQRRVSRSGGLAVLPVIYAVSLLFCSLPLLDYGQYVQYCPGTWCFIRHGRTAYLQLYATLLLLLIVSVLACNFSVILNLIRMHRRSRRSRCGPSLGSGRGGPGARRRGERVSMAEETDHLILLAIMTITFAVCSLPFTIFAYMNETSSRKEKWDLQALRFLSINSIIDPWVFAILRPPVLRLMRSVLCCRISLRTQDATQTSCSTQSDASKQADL
EP2 mod: modulates human prostaglandin E2 receptor EP2 signaling; EP2-expressing cells, cAMP HTRF FRET, PGE2 co-stimulation; P43116; induction, % at 25 µM; 0.83% of 260,000 active; AID 940;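 active = compounds whose cAMP rise, as percent of the full-agonist control response, exceeds 60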;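 note: rat C6 glioma line stably carrying human EP2 under a CMV promoter; the protocol text gives 20 µM as final concentration; 100% = response of wells given 1 µM PGE2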
An asterisk follows results filed as active; & = joins results of further samples. Only part of the results is shown; the hit share may differ from the screen's.

Preview, 5 compounds:
compound	PGE2 EP2 inh	EP2 mod
CC(O)CN(Cc1ccc2c(c1)OCO2)Cc1ccnc2ccc(Cl)cc12 (centres undefined)	11	-20
CCc1nn(CC(=O)NC2CCCC2)c(=O)c2cc3occc3n12	7	-43
COc1ccc(NC(=O)CSc2nnnn2-c2ccc(NC(C)=O)cc2)cc1	9	-69
CNC(=O)CSc1nnc(C)n1-c1ccc(N(C)C)cc1	10	-12
Clc1ccccc1C(Nc1ncccn1)Nc1ncccn1	12	-23

This part in full, previewed entries included:
compound	PGE2 EP2 inh	EP2 mod
CC(O)CN(Cc1ccc2c(c1)OCO2)Cc1ccnc2ccc(Cl)cc12 (centres undefined)	11	-20
CCc1nn(CC(=O)NC2CCCC2)c(=O)c2cc3occc3n12	7	-43
COc1ccc(NC(=O)CSc2nnnn2-c2ccc(NC(C)=O)cc2)cc1	9	-69
CNC(=O)CSc1nnc(C)n1-c1ccc(N(C)C)cc1	10	-12
Clc1ccccc1C(Nc1ncccn1)Nc1ncccn1	12	-23
C=CCn1cc(CN(C)Cc2cccc3ncccc23)c(C)n1	7	-56
Cc1cccc2c(C(=O)Nc3cccc(C(=O)N4CCCCC4)c3)cc(=O)[nH]c12	4	-75
CCc1c(C)nc(SCC(=O)c2ccc(F)cc2)[nH]c1=O	22	25
Oc1ccc(-c2nc3cnccn3c2NCc2ccc3c(c2)OCO3)cc1	6	-24
CC(NS(=O)(=O)c1ccc(S(=O)(=O)NC2CC2)cc1)c1cccs1 (centres undefined)	11	-10
COc1ccc(Cl)cc1NC(=O)C1CC(c2ccccc2O)=NO1 (centres undefined)	11	12
CC(C)=CCNc1ncnc2c1c(C#N)cn2[C@H]1O[C@H](CO)[C@@H](O)[C@@H]1O	38	4
c1ccc(-c2cnc(-c3ccc(-c4ncc(-c5ccccc5)o4)cc3)o2)cc1	45*	12
Cc1cc2ccccc2n2c(=O)n(CC(=O)NC3CCCC3)nc12	11	-17
O=c1[nH]c(N2CCCCC2)nc2c1CN(Cc1ccncc1)CC2	5	-15
Cc1onc(-c2ccccc2)c1C(=O)NCC#N	8	-16
Cc1ccc(S(=O)(=O)N2CCCC2C(=O)O)cc1C (centres undefined)	8	2
COc1ccc(S(=O)(=O)N(C2=NCCCS2)c2ccc(F)cc2)cc1OC	10	49
C=CCN1CCN(C(c2ccc(OCC)cc2)c2nnnn2CCOC)CC1 (centres undefined)	7	4
CCc1ccc2[nH]c(=O)c(CN(CCc3ccccc3)Cc3nnnn3C(C)(C)CC)cc2c1	5	53
CC(C)C(O)(C#CCN1CCCC1)C(C)C	12	-2
C=CCn1c(SCC(=O)Nc2ccccc2)nc2sc(C)cc2c1=O	9	-104
O=C(NCc1ccc2c(c1)OCO2)C(=O)Nc1cccc(F)c1	6	-34
CCOc1c(Cl)cc(C2C(C#N)=C(N)Oc3n[nH]c(C)c32)cc1Cl (centres undefined)	17	-94
CCNc1nc(NC(C)C)nc(N(C#N)C(=N)N)n1	4	-2
Cc1n(CC(O)COc2ccc(F)cc2)c2ccccc2[n+]1C (centres undefined)	19	5
COc1ccccc1C1(NC(=O)c2ccc(N3CCCCS3(=O)=O)cc2)CCCC1	14	-20
COc1ccc(N2CCN(S(=O)(=O)c3ccc(OC)c(Cl)c3)CC2)cc1	8	-7
O=C(CCC1CCCCC1)Nc1ccc(S(=O)(=O)N2CCOCC2)cc1	12	-83
Cc1ccccc1C(=O)N1CCN(c2ccc(N)cc2Cl)CC1	4	-48

(listing goes on)
compound	PGE2 EP2 inh	EP2 mod
O=C(CCN1C(=O)/C(=C/c2cccs2)SC1=S)N1CCCCCC1	22	-124
O=C(Nc1ccc2oc(=O)ccc2c1)c1cccc(F)c1	7	-47
CCC(CC)C(=O)Nc1ccc(S(=O)(=O)Nc2ncccn2)cc1	13	-67
O=C(Cn1cnc2ccccc2c1=O)N1CCC(c2ccncc2)CC1	7	-18
Cc1cccc(C(=O)NC(C)c2n[nH]c(=S)n2C)c1 (centres undefined)	13	-6
COc1ccc(NC(=O)NC2CC3CCC(C2)N3Cc2ccco2)cc1 (centres undefined)	8	-43
O=C(CCn1c(-c2ccccn2)cc2cccnc21)NCc1ccc(F)cc1	2	-35
COc1ccc(-c2ccc(SCc3cccnc3)nn2)cc1	5	-50
Cc1ccc(C)c2[nH]c(=O)c(C(c3nnnn3C3CCCC3)N3CCC(C)CC3)cc12 (centres undefined)	6	47
Cc1csc(NC(=O)CN2CCC(c3ccncc3)CC2)n1	5	-69
O=C(CSc1nc2ccccc2c(=O)n1Cc1ccco1)Nc1ccccc1Cl	6	67*
NCCCCN	5&14	26&9
CCCn1c(SCC(=O)Nc2c(C)cccc2C)nnc1-c1ccco1	10	6
C[C@H](CN(C)C)C(O)(c1ccccc1)c1ccccc1	14	-17
CCOCCCNC(=O)C(C)Sc1nc(-c2ccccc2)nc2c(C)ccc(C)c12 (centres undefined)	11	17
Fc1ccc(-c2csc(Nc3ccccn3)n2)cc1	7	-15
O=C(Nc1ccc2oc(-c3ccncc3)nc2c1)c1ccc(Br)o1	7	-36
COc1ccccc1NC(=O)C1=C(C)NC2=C(C(=O)CCC2)C1c1ccc(Br)cc1 (centres undefined)	14	53
COC(=O)c1c(-c2cc(OC)c(OC)c(OC)c2)c2ccc(OCc3ccccn3)cc2c(=O)n1-c1ccc(N)cc1	9	18
Cc1cc(C)c(C#N)c(SCC(=O)n2nc(C)cc2C)n1	8	30
CCc1cc2cc3c(cc2nc1SCC(=O)N1CCCCC1C)OCO3 (centres undefined)	9	-2
COc1cc(C(=O)N2CCC(n3nnc4cc(C)ccc43)CC2)cc(OC)c1OC	10	19
Cc1noc(C)c1CCC(=O)N1CCC(C(=O)c2cccnc2)CC1	9	-12
COc1cc(CN[C@@H]2CCC(=O)N[C@H]2c2cc(F)cc(F)c2)ccc1OCC(N)=O	7	10
Cn1cnnc1SCC(=O)Nc1cccc(Cl)c1Cl	7	-15
Cc1ccc2nc(SCC(=O)Nc3ccc(N(C)C)cc3)c(C#N)cc2c1	13	-35
O=C(CN1CCC(C(=O)c2ccc(Cl)cc2)CC1)NC1CCCC1	8	-38
O=C(CCCN1C(=O)/C(=C/c2ccc3c(c2)OCO3)SC1=S)Nc1ccccc1O	7	-97
CN(C(=O)c1cccs1)C1CCS(=O)(=O)C1 (centres undefined)	6	16
COc1ccc(NC(=O)CSc2nnc(C)n2CCc2ccccc2)cc1	6	6

Structures listed above printed as active in EP2 mod.
canonical_smiles	EP2 mod
O=C(CSc1nc2ccccc2c(=O)n1Cc1ccco1)Nc1ccccc1Cl	67*

Additional results.
compound	PGE2 EP2 inh	EP2 mod
CCOc1ccc(NC(=O)CSc2nnnn2-c2ccc3c(c2)OCCO3)cc1	10	-33
CN1CCN(c2nc3cc(C(F)(F)F)ccc3n3cccc23)CC1	19&12	11
Cc1ccc2cc(C)c3nnc(SCC(=O)N4CCCCCC4)n3c2c1C	19	-26
COc1cc2c3cc1Oc1cc(ccc1O)C[C@@H]1c4c(cc(OC)c(O)c4Oc4ccc(cc4)C[C@@H]3N(C)CC2)CC[N+]1(C)C	4	3
Cc1ccc(C(C(=O)NCc2ccco2)N(C(=O)Cn2nnc3ccccc32)c2ccccc2F)o1 (centres undefined)	7	-1
CCOC(=O)c1sc2ncn(C(C)C)c(=O)c2c1C	6	9
CCOC(=O)C1CCN(C(=O)CN(c2cccc(OC)c2)S(C)(=O)=O)CC1	9	7
COc1cc2c(CCNC(C)=O)c[nH]c2cc1Cl	13	-10
COc1ccc2[nH]c3nc(SCC(=O)Nc4ccc(C(=O)O)cc4)nnc3c2c1	13	-25
CC12CCC3C(CC3(C)C)C(C)(CCC1=O)O2 (centres undefined)	7	19
Nc1cc(-c2cccs2)nn(CC(=O)N2CCCC3CCCCC32)c1=O (centres undefined)	19	-132
CC[C@@H](Cn1nc(-c2cccs2)ccc1=O)NC(=O)CCn1c(=O)oc2ccccc21	4	14
CS(=O)(=O)N1CCC(C(=O)Nc2ccc(C(N)=O)cc2)CC1	7	8
C#CC(N)CCC(=O)O (centres undefined)	6	15
O=C(CCc1nc2ccccc2[nH]c1=O)OCc1ccc(Cl)cc1	11	-45
COc1cccc(C2(NC(=O)CN3Cc4ccccc4C3=O)CCCC2)c1	1	-60
COc1cc(OC)cc(-c2cc3nc4c(c(NCCCn5ccnc5)n3n2)CCCC4)c1	17	-41
CNC(=O)C1CCN(S(=O)(=O)c2ccc(Cl)cc2)CC1	5	1
O=C(NC1CCNCC1)c1ccco1	6	-20
CN(C(=O)CSc1nc(-c2cccs2)cc(C(F)(F)F)n1)C1CCCCC1	14	0
Cc1ccc(-c2cc(N)c(=O)n(CC(=O)N(C(C)C)C(C)C)n2)s1	4	-129
COc1ccccc1C(CNS(=O)(=O)c1ccc2c(c1)oc(=O)n2C)N(C)C (centres undefined)	7	-35
CN(C)CCN(CC1=Cc2ccccc2OC1)Cc1cccs1	6	-42
CCOc1ccc(CN(Cc2ccncc2)C2CC(C)(C)NC(C)(C)C2)cc1OC	7	-28
CC(=O)N1CCN(CC(=O)Nc2cc(F)ccc2C)CC1	12	-9
CNC(=S)N(Cc1cccnc1)Cc1cc2cc(C)cc(C)c2[nH]c1=O	9	-53
Cc1ccc(NC(=O)C(C)NC(=O)C2OC3OC(C)(C)OC3C3OC(C)(C)OC23)cc1 (centres undefined)	8	-13
COCCn1c2ccccc2n2c(=O)n(CC(=O)N3CCCCC3)nc12	7	-60
CN1CCC[C@H]1c1cccnc1.O=C(O)c1ccccc1O.O=C([OH2+])c1ccccc1O.O=C([OH2+])c1ccccc1O.O=C([OH2+])c1ccccc1O.[Cu]	40*	9
Cc1ccc2[nH]c(=O)c(CN(C(=S)NC3CCCCC3)C3CCCC3)cc2c1	11	8

Continuation.
compound	PGE2 EP2 inh	EP2 mod
c1ccc(N2CCN(Cc3ccccn3)CC2)cc1	7	-19
COc1ccc(NC(=O)C(C)Sc2ncnc3sc4c(c23)CCCC4)cc1 (centres undefined)	12	51
CCOc1ccc(C(=O)Nc2sc3c(c2C#N)CCC3)cc1Cl	15	-1
NC(=O)c1cc2c([nH]c1=O)CCCCCCCCCC2	12	20
CCn1c(SCC(=O)Nc2cc(C)ccc2C)nnc1-c1ccoc1C	15	2
COc1ccc(C2(NC(=O)c3noc(C)c3Cn3cccn3)CCCC2)cc1	1	-20
Cc1cc(C)c2nc(SCC(=O)Nc3ccccc3)c(C#N)cc2c1	10	-25
Cn1c(SCC(=O)Nc2ccc(F)cc2)nnc1-c1ccco1	15	-11
O=C(CSc1nc2ccc(Cl)cc2[nH]1)N1CCOCC1	8	-17
CC1(CC(=O)O)O[C@@H]2CCCCC[C@H]2O1 (tested in a mixture with another compound)	11	-5
CC1CCCN(C(=O)CSc2nnc3n(CC(=O)NC(C)C)c4ccccc4n23)C1 (centres undefined)	14	-5
Cc1ccc(NC(=O)CSc2nnc(CCc3nc4ccccc4[nH]3)n2C)cc1	5	-23
COCCCNC(=S)N(Cc1cc2cc(C)c(C)cc2[nH]c1=O)C1CCCC1	7	-15
CN(C1CCCCC1)S(=O)(=O)c1ccc(S(=O)(=O)N2CCN(c3ccccc3F)CC2)cc1	11	-28
COc1cccc(C2(NC(=O)c3cc(-c4cnn(C)c4)n[nH]3)CCCC2)c1	10	-61
OC(CN1CCC(O)(c2ccc(F)cc2)CC1)c1ccc(-c2ccccc2)cc1 (centres undefined)	22	-121
COc1cc(C(=O)N2CCn3cccc3C2C(C)C)c2ccccc2n1 (centres undefined)	5	43
CCOc1ccc(N(CC(=O)N2CCC(C)CC2)S(=O)(=O)c2ccc(OC)c(OC)c2)cc1	18	-12
CCC(CC)C(=O)N1CCC(c2nc3c(nnn3Cc3ccc(F)cc3)c(=O)[nH]2)CC1	9	14
Cn1c(=O)oc2cc(S(=O)(=O)NCCC(=O)O)ccc21	8	-24
COc1ccc(C)cc1NC(=O)CSc1nnc2c(C)cc3cc(C)cc(C)c3n12	7	21
O=C(Cc1ccc(Cl)cc1Cl)N1CCC(O)(c2ccccn2)CC1	5	-16
O=C(O)[C@@H]1[C@H](C(=O)O)[C@@H](C(=O)O)C[C@H]1C(=O)O	13	61*
O=c1[nH]c2ccc(S(=O)(=O)NCc3ccccc3CN3CCCCC3)cc2[nH]1	5	-26
C=CCC1(CC=C)CCN1C(=O)COc1ncnc2ccccc12	5	-32
c1ccc(CCNCc2ccco2)nc1	10	9
CC(C)C(=O)NNC(=O)CSc1nnc2c3c4c(sc3nc(C3CC3)n12)CCCC4	14	15
O=C(Nc1ccccc1)NC1(C(=O)N2CCN3CCCC3C2)CCCCC1 (centres undefined)	5	4
COc1ccc(-c2nnc(SCC(=O)O)n2-c2ccc(Br)cc2)cc1	16	-1
O=C1/C(=C\c2cccc(Br)c2)SC(=S)N1CC1CCCO1 (centres undefined)	6	-38

(continued)
compound	PGE2 EP2 inh	EP2 mod
CCN(CC)C(=O)CSc1nnc(-c2ccoc2C)n1-c1ccc(F)cc1	14	-29
COc1cc2c(cc1CN1CCC(O)(c3ccccc3)C1)OCCO2 (centres undefined)	10	-43
Cc1ccc(S(=O)(=O)N(CC(=O)Nc2sc(C)c(C)c2C(N)=O)C2CCCC2)cc1	6	7
CC(NC(=O)c1ccc(Cl)nc1)c1nc(-c2cccnc2)n[nH]1 (centres undefined)	7	-17
